hIAP act – human IAP activation. purified human IAP, CDP-Star luminescence, 30 min; active compounds read high; 1 = vehicle-only enzyme, 0 = enzyme-free background. P09923. AID 2524. 330,000 compounds, 0.16% hits. activation factor at 10 µM;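 active means activation factor of the enzyme at least 2-fold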; further: the source names both 10 and 20 µM as test concentration; values of inactives mirror those of a sister screen read the other way
Target sequence (P09923 whole entry, looked up): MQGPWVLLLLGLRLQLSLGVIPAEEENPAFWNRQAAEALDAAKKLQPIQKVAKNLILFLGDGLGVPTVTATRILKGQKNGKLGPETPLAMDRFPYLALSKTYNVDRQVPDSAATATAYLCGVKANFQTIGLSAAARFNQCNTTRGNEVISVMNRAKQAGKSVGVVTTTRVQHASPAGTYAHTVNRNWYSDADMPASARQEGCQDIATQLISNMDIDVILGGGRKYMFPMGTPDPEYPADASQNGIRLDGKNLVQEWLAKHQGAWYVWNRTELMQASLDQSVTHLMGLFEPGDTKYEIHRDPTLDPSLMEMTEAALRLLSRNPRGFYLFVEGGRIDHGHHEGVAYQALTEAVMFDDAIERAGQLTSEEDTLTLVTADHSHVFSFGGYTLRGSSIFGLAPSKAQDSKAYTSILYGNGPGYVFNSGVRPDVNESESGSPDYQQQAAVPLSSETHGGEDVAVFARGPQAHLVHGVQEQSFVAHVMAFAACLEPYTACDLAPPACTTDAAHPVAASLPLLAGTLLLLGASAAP
tim10-1 inh – tim10-1 yeast growth inhibition; S. cerevisiae tim10-1 ts strain growth, BacTiter-Glo, 24 h; inhibition, % at 20 µM; 330,000 compounds, 2.2% hits;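 active means inhibition of at least 40%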;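 further: mutant grown at 25 °C; 0% = DMSO wells with yeast and 100% = wells holding no yeast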
ATG4B inh – inhibitors of human ATG4B cysteine protease; Q9Y4P1; ATG4B cleavage of LC3-PLA2, NBD-HPC fluorescence, 1 h; inhibition, % at 8.33 µM; 340,000 compounds, 0.51% hits; AID 504462; in the data active means inhibition above about 40%
Target sequence (Q9Y4P1 whole entry, looked up): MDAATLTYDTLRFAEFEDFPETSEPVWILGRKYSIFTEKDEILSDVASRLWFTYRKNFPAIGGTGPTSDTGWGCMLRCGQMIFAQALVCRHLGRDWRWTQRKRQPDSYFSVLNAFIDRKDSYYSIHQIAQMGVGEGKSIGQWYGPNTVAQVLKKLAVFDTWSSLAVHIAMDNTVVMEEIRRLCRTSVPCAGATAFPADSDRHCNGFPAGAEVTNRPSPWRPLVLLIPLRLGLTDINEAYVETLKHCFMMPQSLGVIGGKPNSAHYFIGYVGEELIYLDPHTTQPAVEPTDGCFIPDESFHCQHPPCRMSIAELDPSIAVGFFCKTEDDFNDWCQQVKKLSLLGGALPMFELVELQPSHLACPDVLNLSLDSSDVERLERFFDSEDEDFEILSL
hIAP block – blocks human intestinal alkaline phosphatase. purified IAP, CDP-Star luminescence, 30 min. inhibition, % at 10 µM. 330,000 compounds, 0.12% hits. AID 2544;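 active means inhibition reaching a set limit with compound at 10 µM in the primary screen, cut at about 35% in these data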;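 further: plate controls were DMSO wells with enzyme for no effect and no-enzyme buffer wells for full effect; values of inactives mirror those of a sister screen read the other way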
Apaf1 inhib – human Apaf-1 inhibition; 330,000 compounds, 0.71% hits; reconstituted apoptosome caspase-3 activity, DEVD-Rh110 fluorescence; O14727; inhibition, % at 20 µM; active means inhibition of at least 40% at 20 µM;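 further: plate controls were DMSO wells for no effect and DEVD-CHO caspase inhibitor wells for full effect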
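System: reconstituted apoptosome with Apaf-1, cytochrome c, caspase-9, procaspase-3, dATP; Signal: Rh110 fluorescence intensity; Schedule: 30 min compound preincubation, 50 min activation, room temperature; Reagent: cytochrome c trigger plus (Z-DEVD)2-Rh110 caspase-3 substrate.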
mIAP act – mouse IAP activation; muIAP, CDP-Star luminescence, 30 min; active compounds read high; 1 = vehicle-only enzyme signal, 0 = enzyme-free wells; activation factor at 10 µM; 330,000 compounds, 0.24% hits;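 active means activation factor of at least 2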; further: the source names both 10 and 20 µM as test concentration; values of inactives mirror those of a sister screen read the other way
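System: mouse IAP enzyme. Reagent: CDP-Star chemiluminescent phosphatase substrate. Benchmarks: DMSO wells, no-enzyme wells. Times: 30 min enzyme-substrate-compound incubation at room temperature. Detection: luminescence from enzymatic CDP-Star hydrolysis. Doses: test compounds delivered from DMSO solution.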
mIAP inh – mouse IAP inhibition. purified mouse IAP, CDP-Star luminescence, 30 min. 330,000 compounds, 0.2% hits. inhibition, % at 10 µM;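 active means inhibition of at least 40% at 10 µM in the primary screen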;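 further: plate controls were DMSO with enzyme for no effect and no enzyme wells for full effect; values of inactives mirror those of a sister screen read the other way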
TIM10 inh – inhibits growth of TIM10 yeast strain; S. cerevisiae TIM10 strain growth, BacTiter-Glo luminescence, 24 h; inhibition, % at 10 µM; 330,000 compounds, 1.4% hits; AID 463195;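 active means inhibition of 40% or more at the single tested concentration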;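 further: wild-type TIM10 isogenic control strain grown at permissive 25 °C; 0% = DMSO yeast wells and 100% = minimal medium wells without yeast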
NLRP3 yeast inh – blocks the NALP3 inflammasome reconstituted in yeast; 330,000 compounds, 0.39% hits; Yeast reconstituted NLRP3/ASC/caspase-1, beta-gal luminescence, 24 h; inhibition, % at 10 µM;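 active means inhibition of 50% or more; inactive means inhibition below 50%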;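 further: plate controls were induced DMSO wells for no effect and uninduced yeast grown without galactose for full effect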
* hit, by the source's call.

SMILES	hIAP act	tim10-1 inh	ATG4B inh	hIAP block	Apaf1 inhib	mIAP act	mIAP inh	TIM10 inh	NLRP3 yeast inh
COc1cc(=O)n2c(n1)SCCC2	1.1	-10	6	-12	1	0.93	7	-6	17
CCN(Cc1ccc2c(c1)OCCO2)S(=O)(=O)c1ccc(NC(C)=O)cc1	1	11	1	-4	4	1.1	-14	10	9
CCC(CC)C(=O)Nc1cc(C(=O)NCCc2ccccc2)ccc1Cl	0.93	30	-1	7	-4	1.1	-7	18	23
Cc1ccc(Cl)cc1N=C(N)N=C(N)N	1.1	14	6	-12	1	1.1	-12	-12	-8
CCC(C)NC(=S)Nc1ccccc1 (stereo not given)	1	16	-1	-4	4	1.1	-8	-1	1
C=CCOC(=O)C1=C[C@H](c2cn(C(C)=O)c3ccccc23)C[C@H](OCCCCO)O1	1.1	14	-5	-6	9	0.93	7	8	11
O=C(NCc1ccccn1)c1ccc(Cn2cc(Br)cn2)o1	1.2	14	-4	-16	-19	1.1	-8	14	16
Cc1cc(C)c2nc(N(CCCN(C)C)C(=O)c3ccc4c(c3)OCCO4)sc2c1	0.97	34	-11	3	32	0.99	1	19	36
CCCCn1nnnc1NCc1ccc(OC)c(OC)c1	0.99	4	5	1	-13	0.93	7	6	-2
O=C(CC1SC(N2CCCC2)=NC1=O)Nc1ccc(C(=O)N2CCN(c3cccc(Cl)c3)CC2)cc1 (stereo not given)	1	6	-17	-2	10	1.1	-5	1	28
CN(CC(=O)Nc1cccc(F)c1)C(=O)c1cccnc1Sc1ccc(Cl)cc1	0.95	33	-2	5	11	1.2	-19	10	19
N/C(=N\OS(=O)(=O)c1ccccc1)c1ccncc1	1	9	-7	-3	13	1.1	-5	-1	21
CN(Cc1ccccc1)C(=O)CN1C(=O)COc2ccc(S(=O)(=O)N3CCCC3)cc21	1.1	-3	-8	-12	9	1	-3	8	12
O=C(O)Cn1cc2c(n1)CCCC2	1.1	-12	1	-7	-4	1	-3	-2	7
O=C(CN1C(=O)CCSc2ccc(S(=O)(=O)N3CCCC3)cc21)Nc1ccccc1	1	-3	5	-2	4	1	-1	-5	12
CCOc1ccc(S(=O)(=O)Nc2cccc(C(=O)NCCCN3CCOCC3)c2)cc1	0.9	9	8	10	-6	1.1	-9	4	6
CS(=O)(=O)N(CC(=O)Nc1ccccc1Sc1ccccc1)C1CCCCC1	1.1	29	0	-11	14	0.99	1	21	-21
Cc1cccc(-c2nc(CS(=O)CC(=O)NC3CCCC(C)C3C)c(C)o2)c1 (stereo not given)	0.98	27	-5	2	10	0.91	9	29	-9
CCOc1ccc(N(Cc2ccc(OC)cc2)C(=O)c2ccco2)cc1	1	44*	10	-4	21	0.99	1	9	-2
COc1ccccc1Nc1nc(N)nc(CN2CC(C)CC(C)C2)n1 (stereo not given)	1.3	11	5	-26	-3	1.1	-10	-13	11
Cc1cc(C(=O)NC(C)C)on1	1.1	-2	12	-6	1	1.1	-7	-16	13
COC(=O)[C@H]1[C@@H](C)N(Cc2ccccc2)C(=O)N[C@H]1c1cccc(C(F)(F)F)c1	0.94	28	0	6	-3	1	-4	12	13
CC(=O)N(c1cccc(C)c1)S(=O)(=O)c1ccc(Cl)cc1	1.1	-9	2	-14	6	1	0	19	-3
O=C(CCCc1ccccc1)NCc1cccnc1	1.2	13	-4	-21	13	1.1	-7	7	8
Cc1ccc(NC(=O)C2C3/C=C\CCCCC32)cc1 (stereo not given)	1	8	4	-4	4	1	-2	-3	5
Cc1nc(N2CCCC2)c2nnn(Cc3ccccc3Cl)c2n1	0.82	27	12	18	13	1.1	-7	11	17
CC(C)OCCCNC(=O)c1ccncc1	0.87	4	-6	13	-9	0.99	0	8	9
O=C(c1cccs1)N1CCN=C1SCc1ccccc1	1	33	-11	-4	0	0.83	16	17	-14
CN1CCc2ccccc2Cc2[nH]c3ccccc3c2CC1	1	9	1	-2	9	1.1	-11	10	22
COc1cc(C2C(C(=O)c3cccs3)=C(O)C(=O)N2CCN2CCOCC2)cc(OC)c1OC (stereo not given)	1.1	18	-3	-14	-8	1	0	-6	12
COc1ccc(Cl)cc1-c1nc(-c2ccc(Br)o2)no1	0.94	6	-1	6	-1	0.97	3	7	11
CCOc1ccc(-c2c(C(=O)N/N=C(\C)c3ccccc3OC)nnn2-c2nonc2N)cc1	1.2	-8	-7	-21	16	0.93	7	-9	-3
CCOC(=O)C1CCN(S(=O)(=O)c2ccc(-c3cc(C(F)(F)F)n(C)n3)s2)CC1	0.92	24	-4	8	10	0.93	7	2	9
COc1cccc(C2C(C#N)=C(N)N(N(C)C)C3=C2C(=O)CC(C)(C)C3)c1 (stereo not given)	1.1	29	-6	-12	1	0.95	5	20	-3
Cc1c(NC(=O)/C=C/c2ccc(S(=O)(=O)N3CCOCC3)cc2)c(=O)n(-c2ccccc2)n1C	0.94	11	-8	6	0	0.95	5	3	6
Nc1c(N(Cc2ccccc2)C(=O)COc2ccc(F)cc2Cl)c(=O)[nH]c(=O)n1Cc1ccccc1	1.1	3	5	-5	9	0.94	6	4	-3
COC1CCCCC1Nc1cccc(SC)c1 (stereo not given)	0.84	-4	-5	16	-1	1	0	3	-11
Cc1c(C(c2ccc(Br)cc2)c2c(C)n(C)n(-c3ccccc3)c2=O)c(=O)n(-c2ccccc2)n1C	0.98	-23	0	2	6	1	0	-2	27
O=C(O/N=C(/c1ccccc1)c1ccncc1)c1cccc(F)c1	1.2	29	12	-17	-3	0.96	4	39	7
O=C1Cc2cc(S(=O)(=O)Nc3cccc(F)c3)ccc2N1	1.1	-4	1	-6	-8	0.96	4	-2	8
CS(=O)(=O)c1ccc2nc(NC(=O)c3ccccc3Br)sc2c1	0.72	-1	1	28	6	0.89	12	18	23
CCOC(=O)COc1cccc2c(=O)n(CC(=O)N3CCc4ccccc43)ccc12	0.95	5	-14	5	0	0.9	10	-9	15
O=C(COC(=O)CCc1ccc(S(=O)(=O)N2CCCCC2)cc1)Nc1ccc2c(c1)OCO2	1.2	12	-6	-18	13	1.1	-5	-16	8
CN(C)/C=N/c1nc2nccc(-c3cccnc3)n2n1	1.2	9	5	-20	1	1.1	-6	-8	3
O=S(=O)(NCc1ccccn1)c1ccc(Br)s1	1	22	4	-3	3	0.95	5	-5	15
O=C(NCC1CCCO1)/C(=C\c1ccccc1)NC(=O)c1ccccc1 (stereo not given)	0.84	2	-7	16	-14	1	-3	2	4
O=C(c1cccc(OC2CCN(Cc3ccc(F)cc3)CC2)c1)N1CCCC1	0.94	-15	24	6	-12	0.96	4	-11	23
COCCN(CCOC)C(=O)Nc1ccc(Cl)cc1	1	9	-3	-2	9	1.4	-44	-16	0
CCCCCCCNC1=CC(=O)CC(c2ccccc2)C1 (stereo not given)	0.87	37	9	13	-7	1	-3	25	18
CCN(CC(=O)Nc1ccc2c(c1)OCCO2)C(=O)/C=C/c1ccc(F)cc1	0.97	6	-12	3	0	0.98	2	18	14
COc1ccc(NC(=O)CCOc2ccccc2C)cc1S(=O)(=O)N1CCCCC1	1.2	5	-19	-20	11	1.2	-20	6	11
O=C(O)c1sc2ncccc2c1OCc1ccccc1	1	-10	-5	-4	4	1.1	-5	-3	7
CC(C(c1ccc2c(c1)OCO2)c1c(N)n(C)c(=O)n(C)c1=O)[N+](=O)[O-] (stereo not given)	1	2	-6	-4	-13	0.98	2	7	8
O=C(CN1CCN(Cc2ccccc2Cl)C1=O)NC1CCCCCCC1	1.1	20	0	-7	13	1	0	8	6
C=CCn1c(O)c(N=O)c2ccccc21	1.1	17	3	-5	-18	0.99	1	-3	12
COC(=O)CC1COc2ccccc2N1C(=O)c1ccc(Br)cc1 (stereo not given)	1	16	5	0	-10	0.92	8	30	14
COc1ccccc1N(C)S(=O)(=O)c1ccc(C(=O)Nc2ccncc2)cc1	1	4	-4	-4	11	0.92	8	-4	2
O=C(O)c1ccc(CNC(=O)c2ccc(Br)o2)cc1	1.1	4	0	-13	2	1.1	-11	-1	6
O=c1[nH]c2ccc(Cl)cc2c(=O)n1Cc1ccco1	0.98	4	-6	2	12	0.98	2	9	23
CCc1ccc(OCC(O)CN2CCN(CCO)CC2)cc1 (stereo not given)	0.93	-13	-4	7	-5	0.95	5	-12	18

Sorted by value in NLRP3 yeast inh (high to low): 3 of the compounds above
| mol | NLRP3 yeast inh |
| --- | --- |
| O=c1[nH]c2ccc(Cl)cc2c(=O)n1Cc1ccco1 | 23 |
| COc1ccc(NC(=O)CCOc2ccccc2C)cc1S(=O)(=O)N1CCCCC1 | 11 |
| CC(C(c1ccc2c(c1)OCO2)c1c(N)n(C)c(=O)n(C)c1=O)[N+](=O)[O-] (stereo not given) | 8 |

Additional entries.
SMILES	hIAP act	tim10-1 inh	ATG4B inh	hIAP block	Apaf1 inhib	mIAP act	mIAP inh	TIM10 inh	NLRP3 yeast inh
O=C(NC1CCCCCCC1)c1ccc(Br)cc1	0.79	3	3	21	-5	1	-4	-32	16
O=C1c2ccccc2CN1C(CO)Cc1ccccc1 (stereo not given)	1.1	6	-6	-10	3	1	-4	-1	-2
O=C(COC(=O)c1cc(S(=O)(=O)N2CCCCC2)ccc1N1CCOCC1)c1ccc(Cl)cc1	0.93	6	-8	7	16	0.92	8	1	11
CCOc1ccc(NC(=S)Nc2ccc(C)c([N+](=O)[O-])c2)cc1	0.94	34	-2	6	-3	0.84	16	22	9

An excerpt of these results, with bars between the fields:
Structure | hIAP act | tim10-1 inh | ATG4B inh | hIAP block | Apaf1 inhib | mIAP act | mIAP inh | TIM10 inh | NLRP3 yeast inh
CCN(CC(=O)Nc1ccc2c(c1)OCCO2)C(=O)/C=C/c1ccc(F)cc1 | 0.97 | 6 | -12 | 3 | 0 | 0.98 | 2 | 18 | 14
COc1ccc(NC(=O)CCOc2ccccc2C)cc1S(=O)(=O)N1CCCCC1 | 1.2 | 5 | -19 | -20 | 11 | 1.2 | -20 | 6 | 11
O=C(O)c1sc2ncccc2c1OCc1ccccc1 | 1 | -10 | -5 | -4 | 4 | 1.1 | -5 | -3 | 7
CC(C(c1ccc2c(c1)OCO2)c1c(N)n(C)c(=O)n(C)c1=O)[N+](=O)[O-] (stereo not given) | 1 | 2 | -6 | -4 | -13 | 0.98 | 2 | 7 | 8
O=C(CN1CCN(Cc2ccccc2Cl)C1=O)NC1CCCCCCC1 | 1.1 | 20 | 0 | -7 | 13 | 1 | 0 | 8 | 6
C=CCn1c(O)c(N=O)c2ccccc21 | 1.1 | 17 | 3 | -5 | -18 | 0.99 | 1 | -3 | 12
COC(=O)CC1COc2ccccc2N1C(=O)c1ccc(Br)cc1 (stereo not given) | 1 | 16 | 5 | 0 | -10 | 0.92 | 8 | 30 | 14
COc1ccccc1N(C)S(=O)(=O)c1ccc(C(=O)Nc2ccncc2)cc1 | 1 | 4 | -4 | -4 | 11 | 0.92 | 8 | -4 | 2
O=C(O)c1ccc(CNC(=O)c2ccc(Br)o2)cc1 | 1.1 | 4 | 0 | -13 | 2 | 1.1 | -11 | -1 | 6
O=c1[nH]c2ccc(Cl)cc2c(=O)n1Cc1ccco1 | 0.98 | 4 | -6 | 2 | 12 | 0.98 | 2 | 9 | 23
CCc1ccc(OCC(O)CN2CCN(CCO)CC2)cc1 (stereo not given) | 0.93 | -13 | -4 | 7 | -5 | 0.95 | 5 | -12 | 18
O=C(NC1CCCCCCC1)c1ccc(Br)cc1 | 0.79 | 3 | 3 | 21 | -5 | 1 | -4 | -32 | 16

High-throughput results (PubChem)
